High-throughput results from PubChem.
AmpC det inh = blocks E. coli AmpC beta-lactamase in presence of detergent; P00811; purified AmpC, nitrocefin hydrolysis with detergent; Potency, µM (highest dose often 28.7 µM), without a hit: at the top dose activity change, negative = inhibition; 71,000 tested, 0.09% active; active means well fitted curve in the direction sought with a large enough effect
Target sequence (P00811 whole entry, looked up): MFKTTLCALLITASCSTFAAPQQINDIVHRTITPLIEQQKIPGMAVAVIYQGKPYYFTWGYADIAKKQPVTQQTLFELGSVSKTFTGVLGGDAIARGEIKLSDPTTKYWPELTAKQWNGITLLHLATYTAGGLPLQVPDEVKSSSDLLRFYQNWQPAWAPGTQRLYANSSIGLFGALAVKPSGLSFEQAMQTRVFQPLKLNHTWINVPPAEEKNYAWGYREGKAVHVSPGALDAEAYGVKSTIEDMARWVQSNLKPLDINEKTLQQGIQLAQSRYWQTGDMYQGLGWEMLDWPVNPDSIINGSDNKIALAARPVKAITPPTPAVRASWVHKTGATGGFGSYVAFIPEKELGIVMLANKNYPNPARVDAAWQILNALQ
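E. coli AmpC (5.3 nM) in 20 mM phosphate pH 7.0 with 0.01% Triton X-100, preincubated 15 min RT with compound; nitrocefin (2 uL of 800 uM stock) hydrolysis followed by 480 nm absorbance every 20 s over 4 min.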
Active calls of the source: *; & = joins results of further samples; [ ] = remark or other dose. On the % scale 0 is the no-effect control and ±100 the full control effect; potency means the concentration at half of the fitted maximal effect.

smiles | AmpC det inh
O=C(NC1CCCCC1)C1CCCN(S(=O)(=O)c2cnc[nH]2)C1 (stereo not drawn) | 7%
COc1ccc2[nH]cc(CCNc3ncnc4ccc(-c5cccc(C#N)c5)cc34)c2c1 | -2%
CC1CCN(Cc2ccc(NC(=O)C3CCN(c4nnc(-n5cccc5)s4)CC3)cc2)CC1 | 3%
c1cc2c(cc1C(N1CCNCC1)N1CCNCC1)OCO2 | -3%[5.75 µM]
O=C(Nc1ccc2c(c1)OCCO2)C1CCN(C(=O)c2ccc(Br)cc2)CC1 | -4%
CCOc1ccc(-c2nc(C#N)c(N3CCN(Cc4ccccc4)CC3)o2)cc1 | 4%
Cc1ccc(C2=N/C(=C/N3CCOCC3)C(=O)O2)cc1 | 0%
COc1cc(C(=O)OCC(=O)c2cc(C)n(C)c2C)cc(NC(=O)c2ccco2)c1OC | 11%
O=C(c1cnc2sccn2c1=O)N(Cc1ccccc1)c1ccccn1 | 11%
O=C(CCCN1C(=O)CCC1=O)Nc1ccc2c(c1)OCCO2 | -1%
Cc1ccc2cc(C#N)c(SCC(=O)NCC3CCCO3)nc2c1C (stereo not drawn) | -2%
CC(=O)Oc1c(S(=O)(=O)c2ccc(C)cc2)c(C)nn1-c1ccccc1 | -3%
Cc1cc(-c2ccccc2)nc2cc(C(=O)NCCCn3ccnc3)nn12 | 11%
CC(C)(C)c1csc(NC2=NS(=O)(=O)c3ccccc32)n1 | 0%
CCOC(=O)C1CCN(c2cc(C)nc3cc(-c4cccc(F)c4)nn23)CC1 | 0%
N[C@H](Cc1ccc(Cl)cc1)C(=O)O | 1%&1%
CCN(CC)CCC[C@H](C)Nc1c2ccc(Cl)cc2nc2ccc(OC)cc12 | -1%[12.8 µM]
Cc1ccc(S(=O)(=O)Cc2ccc(C(=O)N3CCN(c4cc(C)ccc4C)CC3)o2)cc1 | -1%
N#CC(O)c1ccccc1 (stereo not drawn) | 10%
O=C(CCC(=O)Nc1ccc(Oc2ccccc2)cc1)NCCO | -1%
CCOC(=O)C1=C(c2ccccc2)N2CCN=C2S1 | 6%
c1ccc(CCCc2nc(-c3ccccn3)no2)cc1 | -3%
COc1cc(C2C3=C(CC(c4ccco4)CC3=O)Nc3ccccc3N2C(C)=O)cc(OC)c1OC (stereo not drawn) | 0%
COc1cc2nc(NC(=O)c3ccccc3)[nH]c(=O)c2cc1OC | -2%
Cc1cccc(Nc2nc(N)nc(CN3CCN(c4ccc(F)cc4)CC3)n2)c1 | -2%
Cc1cc(NC(=O)CN2CCc3ccccc3C2)nc2c1c(=O)oc1ccccc12 | 9%
CCOC(=O)Cn1c(=O)c2c(nc(Br)n2Cc2ccc(Cl)cc2)n(C)c1=O | 0%
Cc1nn(Cc2ccc(Cl)c(Cl)c2)c(C)c1NC(=O)c1noc2c1CCCCC2 | -4%
Cc1nn2c3c(cnc2c1-c1ccc(Cl)cc1)C(=O)CC(c1ccco1)C3 (stereo not drawn) | 2%
N#CC1=C(N)Oc2n[nH]c(-c3ccccc3)c2C12C(=O)Nc1ccccc12 (stereo not drawn) | -4%
O=C(O)CCCNS(=O)(=O)c1ccc2ccccc2c1 | -5%
Cc1cc(C)cc(N2C(=O)CSC2c2cccs2)c1 (stereo not drawn) | -2%
Cc1ccc(-c2cc(C(=O)Nc3cnn(C45CC6CC(CC(C6)C4)C5)c3)no2)cc1 | -3%
O=C(Cc1ccc(S(=O)(=O)N2CCOCC2)s1)NCC1CCCCC1 | 12%
CC(C)C[C@@H]1NC(=O)N(CCN2CCOCC2)C1=O | -6%
Cc1cccc([C@@H]2CN(C)CCc3c2cc(O)c(O)c3Cl)c1 | -8%&-4%
Oc1ccc(-c2csc(Nc3cccnc3)n2)cc1 | -3%
Cn1c(=O)[nH]c(=O)c2c1nc(CN1CCN(c3ccccc3F)CC1)n2CCCc1ccccc1 | -2%
N#CCCn1c(=O)c(-c2ccccc2)nc2cnc(Oc3cccc(Cl)c3)nc21 | 2%
Cc1ccc2c(c1C)NC(C(=O)O)C1CC=CC21 (stereo not drawn) | -18%
O=C(CN1C(=O)C2C3C=CC(C3)C2C1=O)N1CCc2ccccc2C1 (stereo not drawn) | -3%
CCC1CCCCN1CCNC(=O)c1[nH]c(C)c(C(C)=O)c1C (stereo not drawn) | -3%
O=C(O)Cn1c(O)c(C=Nc2ccccc2)sc1=S | -4%
O=C1C(CCS(=O)c2ccccc2)C(=O)N(c2ccccc2)N1c1ccccc1 (stereo not drawn) | -1%[12.8 µM]
C[C@@H](C(=O)O)[C@H]1C[C@]1(C)[C@H](NC(=O)OCc1ccccc1)c1ccccc1 | -3%
ClC(Cl)=C(Cl)C(Cl)=C(Cl)Cl | 7%
CN1CCN(c2ccc3nc(-c4ccc5nc(-c6ccc(O)cc6)[nH]c5c4)[nH]c3c2)CC1 | -1%[5.75 µM]
Cc1cnc(C(=O)OCC(=O)Nc2ccc(Cl)cc2Cl)cn1 | 3%
COc1ccc(NC(=O)C2OCCc3ccccc32)c(OC)c1 (stereo not drawn) | -1%
Cc1ccc(NC(=O)CSc2nnc(-c3cnccn3)n2Cc2ccco2)cc1 | -6%
C=CCN1CC[C@]23c4c5ccc(O)c4O[C@@H]2C(=O)CC[C@]3(O)[C@H]1C5 | 0%
O=C(CN1CCOCC1)Nc1ccccc1-c1ccccc1 | 6%
O=C(NC1CCCCC1)C(c1ccncc1)N(C(=O)Cn1nnc(-c2cccs2)n1)C1CCCC1 (stereo not drawn) | 8%
COc1ccc(C(=O)N(CN2CCCC2=O)c2cc(C)on2)cc1OC | 3%
CN(C)c1ncc2nc(-c3cccs3)c(=O)n(C)c2n1 | -2%
O=C(Cc1cccs1)NCC1CCCO1 (stereo not drawn) | 0%

Some of the entries above, reformatted.
structure: Cc1ccc(NC(=O)CSc2nnc(-c3cnccn3)n2Cc2ccco2)cc1
- AmpC det inh: -6%
structure: C=CCN1CC[C@]23c4c5ccc(O)c4O[C@@H]2C(=O)CC[C@]3(O)[C@H]1C5
- AmpC det inh: 0%
structure: O=C(CN1CCOCC1)Nc1ccccc1-c1ccccc1
- AmpC det inh: 6%
structure: O=C(NC1CCCCC1)C(c1ccncc1)N(C(=O)Cn1nnc(-c2cccs2)n1)C1CCCC1 (stereo not drawn)
- AmpC det inh: 8%

(more compounds)
smiles | AmpC det inh
Cc1cc(C)c(N2CCN(S(=O)(=O)N3CCCCCC3)CC2)c(C)c1 | -5%
CC1=CCC2C(=O)N(c3ccc4ccccc4n3)C(=O)C2C1 (stereo not drawn) | 2%
Cn1c(=O)[nH]c(=O)c2c1nc(Sc1ncccn1)n2CCCc1ccccc1 | 11%
Cc1ccc(C)c2[nH]c(=O)c(CN(Cc3ccco3)S(=O)(=O)c3ccc4c(c3)OCCO4)cc12 | -9%
CC1CCCC(C)N1C(=O)c1cc(-c2cccs2)on1 (stereo not drawn) | 7%
O=C(C1CCC1)N1CCc2cc(S(=O)(=O)NC3CCCC3)ccc21 | -4%
Cc1nc(C)c(-c2ccccc2)c(=O)[nH]1 | -4%
COc1cc(C2C(C(=O)OC(C)C)=C(C)Nc3[nH]c(=O)[nH]c(=O)c32)ccc1O (stereo not drawn) | 20%
C[C@@](N)(Cc1ccc(O)c(O)c1)C(=O)O | 3%[12.8 µM]
CCN(CCCn1c(SCC#N)nc2ccccc2c1=O)c1ccccc1 | 2%
CCCCCn1c(CNC(C)=O)nc2ccccc21 | -3%
CCOC(=O)c1cccc(NC(=O)CN(C)S(=O)(=O)c2cnc[nH]2)c1 | 8%
Cc1ccc(-c2ccc(=O)n(CC(=O)NCCN3CCCCC3C)n2)cc1 (stereo not drawn) | -1%
NC(=O)/N=C(\N)NC(=O)c1ccccc1 | -3%[5.75 µM]
CCN(CC)S(=O)(=O)c1cccc(C(=O)Nc2ccccc2)c1 | -2%
O=C(CSc1nnc(COc2ccc3c(c2)CCCC3)o1)Nc1ccc(F)cc1 | -5%
CCC(C)(C)C | 7%
Cc1ccc(-c2cc(C(F)F)nc(N3CCC(C)CC3)n2)cc1 | 10%
CCCS(=O)(=O)NCc1cn2cccc(C)c2n1 | 3%
CN1CCN(c2ncnc3ccc(-c4ccccc4C(F)(F)F)cc23)CC1 | 10%
NC[C@H](CC(=O)O)c1ccc(Cl)cc1 | -1%
COc1ccc(N(C(=O)c2cccc(OC)c2OC)C2C=CS(=O)(=O)C2)cc1 (stereo not drawn) | -2%
Cc1cc(C)nc(-n2nc(C)cc2NC(=O)CN2CCc3ccccc3C2)n1 | -5%
Cc1ccc(N2CC(C(=O)Nc3nccs3)CC2=O)cc1 (stereo not drawn) | -5%
Cc1onc(-c2ccccc2)c1C(=O)Nc1cccnc1 | -1%
CCOC(=O)c1ccc2c(c1)nc(SC/C(O)=C(\C#N)c1nc3ccccc3[nH]1)n2CC | 1%
O=C(O)c1cc(=O)[nH]c(=S)[nH]1 | -2%[5.75 µM]
CC(=O)N1CCc2c(sc(NC(=O)CN3C(=O)CCC3=O)c2C(N)=O)C1 | 14%
COc1ccc(-c2nc3cnc(N(C)C)nc3n(-c3ccccc3)c2=O)cc1 | -1%
CCOc1ccccc1OCCOCCN1CC(C)OC(C)C1 (stereo not drawn) | -3%
Cn1c(/C=N/c2nc3ccccc3[nH]2)nc2ccccc21 | -7%
O=C(NC1CCCCC1)C1CCN(S(=O)(=O)N2CCOCC2)CC1 | -3%
COC(=O)C(Cc1ccc(O)cc1)NC(=O)CCC(=O)Nc1ccc(S(N)(=O)=O)cc1 (stereo not drawn) | -3%
O=C(O)c1cc(=O)c2c(Cl)cc(Cl)cc2[nH]1 | -5%&0%
COC(=O)c1c(C)oc2ccc(OC(=O)N3CCOCC3)cc12 | -4%
Cc1onc(-c2ccccc2Cl)c1C(=O)OCn1nnc2ccccc2c1=O | -1%
CCc1nnc(NC(=O)C2CCCN2C(=O)NC2CCCCC2)s1 (stereo not drawn) | 18%
O=S(=O)(Nc1nc2ccccc2nc1NCCN1CCOCC1)c1cccc(Cl)c1 | -4%
COc1ccc(C2CC(=O)c3cnc(NC(=O)c4cccc(OC)c4)nc3C2)cc1 (stereo not drawn) | -6%
C=C(C)CSc1nnc([C@@H](NC(=O)OC(C)(C)C)C(C)CC)o1 (stereo partly drawn) | -3%
CN(C)c1nc(N)nc(-c2ccco2)n1 | 5%
ClCCOCOCCCl | 10%
CCCn1nnc(NC(=O)c2ccc(OCC)c(Cl)c2)n1 | -5%
O=C(CN1CCC(n2nnc3cc(F)ccc32)CC1)Nc1ccccc1N1CCOCC1 | 14%
CCC(CC)C(=O)Nc1cc(NC(=O)C(CC)CC)cc(C(=O)O)c1 | -6%
O=C(O)[C@@H]1CCCNC1 | -2%[12.8 µM]
O=C(CN1CCN(c2ccc(F)cc2)CC1)Nc1nnc(-c2ccccc2)s1 | 0%
Cc1cc(-n2nc(C)cc2C)nc(N)n1 | -7%
CCCNC(=O)N1CCN(c2ncccn2)CC1 | -4%
O=C(CN1CCC(O)(c2ccc3c(c2)OCO3)CC1)OC1CCCCC1 | 9%
CCC(OC(=O)c1ccco1)C(=O)NCc1ccc(C)cc1 (stereo not drawn) | 7%
CCC(Oc1ccccc1)C(=O)Nc1nnc(C(F)(F)F)s1 (stereo not drawn) | -3%
CCOC(=O)c1c(NC(=O)CSc2nnc(C)c(=O)[nH]2)sc2c1CCC2 | -1%
COc1cccc(N2CC34C=CC(O3)C(C(=O)O)C4C2=O)c1 (stereo not drawn) | 10%
COc1ccc(CN2CC(C(=O)NCCCN3CCN(Cc4ccccc4)CC3)CC2=O)cc1 (stereo not drawn) | 10%
O=c1c2ccccc2nc(-c2ccccc2)n1CCN1CCOCC1 | -3%

New compounds follow.
smiles | AmpC det inh
CSc1nc(N2CCN(CCO)CC2)c2sc3nc(-c4ccco4)c4c(c3c2n1)CCC4 | -6%
O=C1Nc2ccccc2C12OCC1(CO2)COC2(OC1)C(=O)Nc1ccccc12 (stereo not drawn) | -5%
C=C[C@@]1(C)CC(=O)[C@@]2(O)[C@@]3(C)[C@H](O)CCC(C)(C)[C@@H]3[C@H](O)[C@H](OC(C)=O)[C@]2(C)O1 | 0%
O=C(NCCC1=CCCCC1)c1cnccn1 | -4%
Cc1ccc(Nc2nnc(-c3ccc4c(c3)OCO4)o2)c(C)c1 | -3%[5.75 µM]
COC(=O)c1ccc(CSc2nc3c(cnn3-c3ccc(F)cc3)c(=O)[nH]2)o1 | -3%
COC(=O)Cc1c(C)nc2nc(Cc3ccccc3)[nH]n2c1=O | -1%
O=C(NCCCn1ccnc1)c1cn(-c2ccccc2)nc1-c1ccccc1 | 13%
COc1ccc(-c2nn3cnnc3s2)cc1OC | 1%
O=C(COC(=O)Cn1cnc2ccccc21)NCCc1ccccc1 | 0%
O=C(N1CCOCC1)N(Cc1ccco1)CC1CCCO1 (stereo not drawn) | -6%
COC(=O)CCS(=O)(=O)c1ccc(Cl)c(Cl)c1 | -8%
CCN1C(=O)c2ccc(C(=O)O)cc2C1=O | 0%
Cc1cccc(NC(=O)Cn2cnc3ccc(S(=O)(=O)N4CCC(C)CC4)cc3c2=O)n1 | -5%
Cc1cccc(-c2nnn(CC/C(N)=N/O)n2)c1 | 9%
Cc1cc(C)nc(Nc2n[nH]c(Cc3ccccc3)n2)n1 | -4%
O=C(NCCN1CCCCCC1)C1CC(=O)N(CCc2ccccc2)C1 (stereo not drawn) | 0%
Cc1ccc(S(=O)(=O)N2CCC(C(=O)OCC(=O)N3CCc4ccccc43)CC2)cc1 | 1%

The list is partial (hit frequency here may not be typical).
